RSV antiviral HEp-2 = inhibition of RSV-induced cytopathic effect – HEp-2 cells, primary 10 µM value included (AID 2391). 310,000 compounds, 0.13% hits. HEp-2 cells, RSV-induced CPE inhibition; higher % means a stronger effect. one-dose CPE inhibition, % at 10 µM; IC50 in µM for titrated hits; in the data active means a potency from the dose series; inconclusive means CPE inhibition mostly from about 23% at the one dose, without a potency; inactive means the rest, 99 in 100 with CPE inhibition below about 21%; further: strong numbers were not always called active
NTR1 ag = NTR1-driven beta-arrestin-GFP spot formation – imaging, U2OS cells, high content, primary screen (AID 493036); P30989; agonist mode; activation, % at 20 µM; 330,000 compounds, 0.17% hits;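 active means activation at or above 40% of the spot to cytoplasm intensity ratio, with at least 20 cells analyzed; inconclusive means wells under 20 cells, flagged as cytotoxic or low count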;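 further: 0% = DMSO without peptide and 100% = 100 nM NTR1 peptide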
Target sequence (P30989 whole entry, looked up): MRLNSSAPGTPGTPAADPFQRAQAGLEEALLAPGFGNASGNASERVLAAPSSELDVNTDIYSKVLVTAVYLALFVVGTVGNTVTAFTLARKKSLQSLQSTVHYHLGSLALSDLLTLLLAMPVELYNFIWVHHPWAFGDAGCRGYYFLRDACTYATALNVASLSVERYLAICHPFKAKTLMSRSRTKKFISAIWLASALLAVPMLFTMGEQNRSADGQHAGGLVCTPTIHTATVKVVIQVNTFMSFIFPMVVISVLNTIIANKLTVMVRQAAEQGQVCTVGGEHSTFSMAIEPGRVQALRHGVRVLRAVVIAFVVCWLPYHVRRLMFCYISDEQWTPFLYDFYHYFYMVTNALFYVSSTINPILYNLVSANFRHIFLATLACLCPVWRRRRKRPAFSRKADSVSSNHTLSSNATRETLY
T cell modulator = modulates CD8 T cell binding to vesicles; 2C CD8+ T cell-vesicle binding, flow cytometry; hits give low values; calls only at 7 µM; 330,000 compounds, 0.068% hits; AID 2052;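 active means response, share of CD8 T cells binding vesicles, and their 90th percentile fluorescence all below set limits, cut at about 80% in these data, passing the limit was not always enough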
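material = purified 2C TCR transgenic mouse naive CD8+ T cells | controls = Unloaded micro-vesicles (low), QL9 vesicles with 0.7% DMSO (high) | detection = cytometric PE anti-B7-1 and Alexa647 anti-CD8 signals after 1% paraformaldehyde fixation | incubation = binding step 1.5 h, 37 °C, antibody labelling 20 min, ice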
UTI89 phage lysis = inhibition of K1F phage lysis, E. coli UTI89, bacterial capsule biogenesis inhibitors, alamar blue (AID 488966). inhibition, % at 100 µM; hits with a dose series show IC50 in µM. 340,000 compounds, 0.02% hits. E. coli UTI89 K1F phage lysis, alamar blue, 2 h; higher % means a stronger effect;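 active means phage lysis inhibition, versus mean bacterial control, above a set limit; inconclusive means no clear call, values can overlap the other calls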;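 further: capsule biogenesis inhibitors block K1F phage lysis so surviving cells raise fluorescence; higher fluorescence means more inhibition of phage lysis; actives were called in the ten point dose series up to 300 µM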
SV40 large T antigen = TAg ATPase/helicase activity blockers – biochemical (AID 1903) | inhibition, % at 20 µM; hits with a dose series show IC50 in µM | 310,000 compounds, 0.39% hits | SV40 large T antigen ATPase/helicase inhibition assay; higher % means a stronger effect; in the data active means a potency from the dose series; inconclusive means inhibition mostly from about 32% at the one dose, without a potency; inactive means the rest, 99 in 100 with inhibition below about 32%; further: strong numbers were not always called active
Myeloid diff 2 = compounds promoting myeloid differentiation; 360,000 compounds, 1% hits; AID 624256; ER-HoxA9 myeloid progenitors, lysozyme-GFP differentiation, flow cytometry; calls only at 10 µM;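 active means normalized GFP-positive differentiation at or above the plate's own cutoff, the solvent-only control mean plus 3 SD; inconclusive means no clear call, values can overlap the other calls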;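 further: cells exposed to compound for four days before flow analysis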
TNAP activators = human TNAP enzyme activators, primary screen, biochemical, luminescent, no phosphate acceptor, uHTS (AID 1001) | purified TNAP, luminescent activation assay, no phosphate acceptor; higher activation fold means a stronger effect | one-dose activation fold at 20 µM; EC50 in µM for titrated hits | 200,000 compounds, 0.03% hits; in the data active means activation fold from about 3, or a potency from the dose series; inactive means the rest, 99 in 100 with activation fold below about 1.6; further: many of its hits are not listed in these tables
Salmonella PhoP GFP = PhoP-dependent GFP reporter repression – Salmonella Typhimurium, primary screen (AID 1863); one-dose inhibition, % at 50 µM; IC50 in µM for titrated hits; 300,000 compounds, 0.16% hits; S. Typhimurium PhoP-regulated promoter GFP reporter, 4 h; higher % means a stronger effect;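 active means inhibition over 29.93%, a cutoff 3 SD above the screen mean, later confirmed by dose response; inconclusive means inhibition over 29.93% but no dose response follow-up; inactive means inhibition at most 29.93% or unconfirmed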;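 further: 0% = low Mg2+ inducing control and 100% = high Mg2+ repressing control; strong numbers were not always called active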
MgcRacGAP inhibition = MgcRacGAP GTPase-activating activity inhibitors, confirmation, biochemical, ADP Hunter fluorescence; MgcRacGAP-stimulated Rac1 GTP hydrolysis, ADP Hunter fluorescence; higher % means a stronger effect; GST-tagged Rac1 F28L mutant substrate; 340,000 compounds, 0.6% hits; one-dose inhibition, % at 30 µM; IC50 in µM for titrated hits;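 active means first-screen hits whose inhibition reached a set limit at any dose in the follow-up dose series; inconclusive means inhibition above the set first-screen limit but never retested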;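 further: fluorescence reports GDP produced by GAP-driven GTP hydrolysis; strong numbers were not always called active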
T cell modulator vesicle-bound % = recorded beside T cell modulator, whose call it bears; double positive events, %; measured here: CD8+ vesicle-bound cell fraction;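 binding gate set so that unloaded-vesicle control wells show 10% double positive cells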
NTR1 ag cell count 20 µM = recorded beside NTR1 ag, whose call it bears; cell count; measured here: cell count, cytotoxicity flag
Myeloid diff 2 GFP+ MAC1+ % = also measured in Myeloid diff 2; calls as there; GFP+ MAC1+ double positive, %; measured here: differentiation confirmed by MAC1 staining
* marks the source's active call; other numbers are inactive results; i = inactive; ? = inconclusive; · = not tested or not shown; + = active, no number; [ ] = remark or other dose.

SMILES	RSV antiviral HEp-2	NTR1 ag	NTR1 ag cell count 20 µM	T cell modulator	T cell modulator vesicle-bound %	UTI89 phage lysis	SV40 large T antigen	Myeloid diff 2	Myeloid diff 2 GFP+ MAC1+ %	TNAP activators	Salmonella PhoP GFP	MgcRacGAP inhibition
COC(=O)CN1C(=O)[C@H]2[C@@H](c3ccc(C)o3)N3C(=O)CN(Cc4ccccc4)C(=O)[C@@]3(Cc3ccccc3)[C@H]2C1=O	0.4%	2.3	96	i	14.3	-0.3%	1.6%	i	1.9	·	·	-18.2%
Cc1ccc(C)c(C(=O)COC(=O)c2cc([N+](=O)[O-])ccc2N2CCOCC2)c1	0.6%	3.4	66	i	4.2	0.8%[50 µM]	3.9%	i	0.5	·	1.6%	13.7%
Cc1ccc(NC(=O)COC(=O)CCc2c(C)nc3nc(N)nn3c2C)cc1C	1.3%	-2.1	69	i	33.1	0.3%[50 µM]	·	i	1.1	·	·	2.8%
Nc1nonc1C(=O)OCC(=O)N1CCCCC1	0.9%	-0.1	63	i	30.6	0.2%	5.8%	i	0.3	1.1	-0.5%	10.0%
O=C(Nc1ccc(CN2CCCCC2)cc1)c1cccc(F)c1	-3.1%	1.3	57	i	12.3	0.3%	9.7%	i	0.4	1	-0.3%	7.9%
COc1cccc(C2CC(c3cccs3)=NN2C(=O)CSC2=NN3CCCC(=O)N=C3S2)c1OC (stereo not given)	3.0%	-0.8	97	i	20.0	-0.6%	0.5%	+	6.0*	1	-4.7%	2.2%
COc1cccc(C(=O)NNC(=O)C(=O)N2CCCCC2)c1	-1.1%	0.1	100	i	21.7	-0.3%	1.5%	i	0.1	1.1	3.2%	1.7%
CCOc1cc(NC(=S)NCc2ccco2)c(OCC)cc1NC(=O)C1CC1	1.4%	3.3	46	i	19.8	1.3%	24.1%	i	0.9	1.1	-0.1%	-14.3%
COc1ccc(N2CCN(Cc3nc4c(c(=O)n(C)c(=O)n4C)n3Cc3cccc(C)c3)CC2)cc1	0.6%	4.6	44	i	14.7	2.3%	25.9%	i	9.2	1	2.0%	22.4%
COc1ccccc1OCCCOc1cccc(/C=C2\SC(=O)NC2=O)c1	5.1%	0.1	59	i	39.2	0.1%	-0.1%	i	0.7	·	9.4%	9.0%
N/C(=N\OC(=O)N1CCOCC1)c1ccc(Br)cc1	1.5%	-1.3	89	i	66.0	0.5%	9.5%	i	0.1	1	5.5%	2.5%
COc1ccc(NC(=O)c2oc3ccccc3c2NC(=O)c2ccc3c(c2)OCO3)cc1	2.0%	0.1	84	i	64.8	5.1%	2.1%	i	0.5	0.9	-0.9%	5.9%
CC(NC(=O)COC(=O)C1=COCCO1)C12CC3CC(CC(C3)C1)C2 (stereo not given)	1.4%	1.7	40	i	39.9	-0.4%	-2.9%	i	0.6	1	4.2%	4.0%
COc1ccc(OCC(=O)N(Cc2ccco2)C2CCS(=O)(=O)C2)cc1 (stereo not given)	0.9%	1.9	54	i	13.4	·	4.9%	i	0.6	·	-3.7%	·
O=C(N/N=C/C=C\c1ccccc1[N+](=O)[O-])c1cccnc1	4.8%	0.7	52	i	32.8	-0.9%	11.2%	·	·	·	-4.9%	9.7%
CC(C)N(C(=O)CSc1nc2c([nH]1)c(=O)n(C)c(=O)n2C)c1ccccc1	-0.8%	-2.3	84	i	21.2	-1.0%	7.4%	i	1.3	0.9	-6.1%	14.3%
CCCN(CC(=O)c1cc(C)n(C)c1C)S(=O)(=O)c1cccc(C(F)(F)F)c1	10.4%	0.4	50	i	12.8	1.6%	-0.2%	i	0.9	1.1	14.7%	-0.3%
Cc1nc2ccccc2nc1OCc1cccc([N+](=O)[O-])c1	2.0%	3.8	47	i	35.3	0.1%	7.6%	i	0.5	1.7	-5.1%	7.0%
COc1ccc(OCC(O)CNC(=O)c2cccs2)cc1 (stereo not given)	2.7%	-0.9	51	i	6.6	8.8%	12.2%	i	0.5	·	3.4%	-1.0%
CC1CCCC(NC(=O)c2ccc(COc3ccccc3)o2)C1C (stereo not given)	3.9%	4.8	55	i	22.0	0.1%	-5.2%	i	1.4	·	2.5%	5.8%
CC(=O)Nc1ccc(S(=O)(=O)NC(C)C(=O)NCC(c2ccco2)N(C)C)cc1 (stereo not given)	·	2.0	68	·	·	1.1%[50 µM]	·	i	0.5	·	·	2.1%
CCCN(C#N)c1nc(NCC)nc(NC(C)C)n1	-1.0%	0.1	55	i	4.9	0.4%	2.0%	i	0.7	1.1	10.9%	6.0%
COc1cc(/C=C/C(=O)O)cc(S(=O)(=O)N(C)CCO)c1OC	0.8%	-0.6	54	+	15.0*	0.5%	-6.4%	i	0.7	1.1	2.6%	3.1%
CSc1ccccc1NC(=O)CN(C)S(=O)(=O)c1ccc(F)cc1	-0.8%	-0.5	84	i	33.0	-0.1%	-1.0%	i	2.4	1.2	5.0%	1.0%
Cc1cc(/C=N\O)c(C)n1-c1ccncc1	2.1%	-0.2	48	i	47.5	1.4%	7.8%	i	1.0	1.1	-3.6%	11.3%
O=C1CC(Sc2ccc(Cl)cc2)C(=O)N1c1ccc2c(c1)OCCO2 (stereo not given)	1.9%	0.0	46	i	28.5	-0.2%	7.3%	i	0.5	·	5.6%	11.9%
CC1CCCCN1C(=O)CSc1nnc(-c2cccs2)o1 (stereo not given)	1.7%	1.0	48	i	41.9	0.4%	5.3%	i	0.2	·	0.1%	0.5%
CCOC(=O)C1=C(C)NC2=C(C(=O)CCC2)C1c1ccc(N(C)C)cc1 (stereo not given)	2.1%	0.5	52	i	12.8	5.9%	36.0%	i	2.1	1.1	-5.5%	14.0%
COc1ccccc1N1CCN(S(=O)(=O)c2cccc(F)c2)CC1	-2.9%	-0.6	73	i	49.3	0.7%	0.0%	i	0.6	1	10.9%	1.9%
Cc1c(C(=O)N(C)CCOc2ccccc2)oc2c(Cl)cccc12	6.1%	6.5	46	i	41.6	0.5%[50 µM]	·	i	0.9	·	·	6.0%
CCOCc1nnc(NC(=O)CSc2ccccc2)s1	3.8%	-0.5	55	i	51.0	0.3%	8.6%	i	0.7	1.2	-4.0%	6.4%
CCOC(=O)N1CCN(C(=O)c2ccc3c(=O)n(CCC4=CCCCC4)c(=O)[nH]c3c2)CC1	?	3.3	83	i	10.4	0.5%	3.1%	i	0.5	1	-15.8%	7.1%
NC(=O)C1CCN(C(=O)NC2CC(=O)N(c3ccc4c(c3)OCCO4)C2)CC1 (stereo not given)	-1.8%	-0.9	43	i	52.3	1.2%[50 µM]	5.8%	i	0.1	·	-5.4%	-6.1%
O=S(=O)(c1cccc(-c2n[nH]c(=S)n2Cc2ccccc2)c1)N1CCOCC1	0.8%	1.1	70	i	25.5	0.1%	20.5%	i	1.0	·	-6.4%	10.8%
Cc1cc(C(=O)OC(C(=O)Nc2ccc(C)c(Cl)c2)c2ccccc2)c(C)o1 (stereo not given)	11.4%	·	·	i	35.9	3.3%	13.3%	i	0.3	1.1	-9.6%	-1.4%
O=c1cc(-c2ccccc2)nc2nc(-c3ccco3)[nH]n12	1.4%	-0.4	77	i	17.2	1.5%	4.4%	i	0.6	1.1	-18.4%	18.9%
CCc1nc(N2CCN(C(=O)c3ccco3)CC2)c(C#N)c2c1COC(C)(C)C2	13.5%	1.1	60	i	9.1	2.3%	8.9%	i	1.1	·	-8.6%	8.0%
O=C(CSc1nc2nc(-c3cccs3)cc(C(F)(F)F)c2c(=O)[nH]1)Nc1ccc(F)c(F)c1	11.6%	7.6	97	i	37.2	0.0%	-2.3%	i	0.2	1	1.7%	8.6%
Nc1nc2n(n1)C(c1cccs1)CC(c1ccc(Br)cc1)N2 (stereo not given)	-0.4%	5.8	75	i	25.6	-0.2%	4.3%	i	0.4	1	-6.0%	6.7%
Oc1cccc(Nc2nc(N3CCOCC3)nc(N3CCOCC3)n2)c1	4.9%	1.5	70	i	39.3	0.5%	26.9%	i	0.3	·	-0.3%	20.5%
O=C(CCS(=O)(=O)c1ccc(Br)s1)Nc1ccccc1Br	0.7%	0.0	52	i	16.2	0.2%	2.3%	i	1.5	1.1	0.9%	8.0%
COc1ccc(CNC(=O)Nc2ccc(C)c(C)c2)cc1	-0.3%	-1.4	70	i	49.1	0.1%	-2.8%	i	0.5	1.1	5.0%	6.5%
COc1ccc(N2CCN(C(=O)COC(=O)c3ccccc3OCc3ccc(F)cc3)CC2)cc1	-1.4%	1.4	69	i	25.9	0.1%[50 µM]	19.2%	i	0.3	·	-3.3%	13.9%
CC(C)(C)NC(=O)CSc1nnc(SCC(=O)NC(C)(C)C)s1	2.0%	0.1	56	i	51.8	0.4%	16.9%	i	0.4	1	1.6%	5.1%
Cc1ccc(N2CC(NC(=O)C(=O)c3c[nH]c4ccccc34)CC2=O)cc1C (stereo not given)	-1.0%	-1.3	64	i	43.2	0.9%[50 µM]	13.6%	i	1.0	·	-0.6%	4.9%
CN(CC(=O)Nc1ccc(Cl)c(C(F)(F)F)c1)C(=O)c1ccc2c(c1)OCCO2	-0.7%	2.4	62	i	29.3	-0.2%[50 µM]	15.2%	i	0.5	·	-4.8%	3.0%
O=[N+]([O-])c1ccccc1CSc1nc2ccccc2o1	5.2%	4.6	50	i	48.2	0.6%[50 µM]	0.6%	i	0.7	1.1	10.1%	3.0%
Cc1ccc(C(=O)N/C(=C\c2ccco2)C(=O)NCCCn2ccnc2)cc1	0.9%	0.1	50	i	48.6	1.0%[50 µM]	13.2%	i	1.7	1.1	6.0%	7.8%
CCn1cc(C(=O)N2CC=C(c3ccccc3)CC2)c(=O)c2ccc(C)nc21	5.7%	3.5	55	i	1.9	3.5%	3.8%	i	2.8	1.1	15.2%	7.5%
COc1ccccc1/C(C)=N/NC(=O)c1nnn(-c2nonc2N)c1C(C)C	0.5%	0.8	75	i	0.4	0.3%	8.3%	i	0.5	·	-5.0%	13.1%
c1ccc(-c2cc(CSc3nc4ccccc4[nH]3)on2)cc1	1.8%	2.0	57	i	40.0	5.0%	7.2%	i	1.3	1.1	31.0%	5.3%
COc1cc(/C=N/NC(=O)c2ccc(CN(C)S(=O)(=O)c3ccc(C)cc3)cc2)ccc1O	1.1%	3.5	61	i	55.1	-0.3%	7.2%	i	0.2	1	-0.2%	10.5%

Screens deposited in PubChem by several laboratories.
